OPRM1-OPRD1 inv: inverse agonists of human mu-delta opioid receptor heterodimerization. P35372+P41143. cell-based MOR-DOR heterodimer luminescence, inverse agonism. inhibition, % at 9.3 µM. hit rate 0.21% among 340,000. AID 504357; in the data active means inhibition above about 22%, passing the limit was not always enough;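 further: 0% = cells with DMSO and 100% = wells without cells with DMSO; values of inactives mirror those of a sister screen read the other way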
OPRM1-OPRD1 ag: agonists of human mu-delta opioid receptor heterodimerization. P35372+P41143. cells, OPRM1-OPRD1 heterodimerization, luminescence. activation, % at 9.3 µM. hit rate 0.3% among 340,000. AID 504326; in the data active means activation above about 18%;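 further: 0% = vehicle-treated cells and 100% = reference agonist; values of inactives mirror those of a sister screen read the other way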
DSG3 Ab inh: inhibitors of pemphigus antibody binding to human desmoglein-3; DSG3-coupled beads, scFv-anti-DSG3-GFP binding, flow cytometry; active compounds read low; binding (percent of control), % at 10 µM; hit rate 0.48% among 310,000;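 active means binding more than 3 SD below its plate's average and above zero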;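 further: hits lower antibody fragment binding to DSG3; some compounds called inactive have numbers as strong as hits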
Mot1-301 SUMO: blocks SUMOylation pathway, rescuing yeast Mot1-301 growth; AID 2716; hit rate 1% among 320,000; growth rescue, % at 18.8 µM; S. cerevisiae Mot1-301 growth rescue, ATP luminescence, 38.5C; percent above DMSO median, 100 means doubled;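 active means every valid replicate shows activation above 250% relative to neutral control wells; inactive means the rest, any valid replicate at or below 250%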;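 further: OY570 slx delta 5 strain wells were the positive control but not used for scaling; some compounds called inactive have numbers as strong as hits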
AddAB inh: less growth of phage-infected E. coli with AddAB; AID 435030; E. coli expressing H. pylori AddAB, absorbance growth; hit rate 0.29% among 330,000; inhibition, % at 11.9 µM; in the data active means inhibition above about 12%;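 further: 0% = vehicle wells of infected cells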
Ecoli viability: counter-screen for AddAB inhibitors: E. coli growth inhibition; E. coli V3065 growth, OD600 absorbance, 18 h; inhibition, % at 11.9 µM; hit rate 0.27% among 330,000; AID 449728;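 active means inhibition above the campaign's mean inhibition across all tested compounds plus 3 SD, cut at about 9.9% in these data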;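 further: uninfected addAB+ strain grown without phage in ampicillin broth; 0% = DMSO wells and 100% = ciprofloxacin 0.95 µg/ml wells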
PfHsp90 set2: inhibits growth of yeast expressing Plasmodium falciparum Hsp90; hit rate 0.32% among 310,000; AID 504621; S. cerevisiae expressing PfHsp90, BacTiter-Glo ATP, 48 h; yeast lacking PDR1 and PDR3 efflux regulators; inhibition, % at 9.4 µM;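 active means every replicate shows inhibition above about 80%, whatever the replicate mean, limit read from the data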;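 further: 0% = DMSO neutral controls and 100% = 20 µM radicicol positive controls; yeast relying on Plasmodium falciparum Hsp90 in place of its own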
PKA-R1A activ: activates the PKA-R1A holoenzyme complex; P00514+P68181; PKA-R1A dissociation, Cy5-IP20 fluorescence polarization; scaled: DMSO 0%, 113 µM cGMP 100%; activation, % at 11.4 µM; hit rate 0.083% among 340,000; AID 504707;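 active means percent activation above the mean of all tested compounds plus 3 SD, cut at about 19% in these data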;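 further: higher means more PKAc released from R1A so a rise in polarization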
HTR5A ag ctr: HTR5A agonism, opioid heterodimer counter-screen; P47898; HTR5A agonist assay, luminescence, cell-based; activation, % at 9.3 µM; AID 504692; hit rate 0.61% among 340,000; in the data active means activation mostly above about 9.5%, no sharp cut-off; inactive means mostly below about 7.6%;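 further: 0% = cells with vehicle only and 100% = reference agonist; strong numbers were not always called active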
Target sequence (P47898 whole entry, looked up): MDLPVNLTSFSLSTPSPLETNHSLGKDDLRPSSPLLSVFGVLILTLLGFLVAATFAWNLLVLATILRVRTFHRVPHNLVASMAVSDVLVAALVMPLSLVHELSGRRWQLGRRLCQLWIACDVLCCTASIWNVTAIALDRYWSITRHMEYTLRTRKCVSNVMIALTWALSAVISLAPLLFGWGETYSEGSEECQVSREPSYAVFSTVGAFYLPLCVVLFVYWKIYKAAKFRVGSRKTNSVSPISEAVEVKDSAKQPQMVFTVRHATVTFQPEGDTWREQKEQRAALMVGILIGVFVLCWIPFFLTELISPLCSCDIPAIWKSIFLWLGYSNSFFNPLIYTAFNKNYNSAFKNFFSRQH
HTR5A inv ag: counter-screen for OPRM1-OPRD1 inverse agonists: human HTR5A inverse agonism. AID 504634. hit rate 0.083% among 340,000. P47898. HTR5A cell line, luminescence. inhibition, % at 9.3 µM; in the data active means inhibition mostly above about 23%, no sharp cut-off; inactive means mostly below about 18%;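 further: 0% = cells with DMSO and 100% = no-cell wells with DMSO; some compounds called inactive have numbers as strong as hits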
phage Ecoli inh: E. coli growth loss with phage present; inhibition, % at 11.9 µM; growth absorbance; hit rate 0.26% among 360,000; in the data active means inhibition above about 11%
* marks the source's active call; other numbers are inactive results; . = not tested or not shown; & = joins results of further samples.

SMILES | OPRM1-OPRD1 inv | OPRM1-OPRD1 ag | DSG3 Ab inh | Mot1-301 SUMO | AddAB inh | Ecoli viability | PfHsp90 set2 | PKA-R1A activ | HTR5A ag ctr | HTR5A inv ag | phage Ecoli inh
Cc1cc(/C=C2/NC(=O)N(c3ccccc3)C2=O)c(C)n1C(C)C | 9 | -2.0 | 105 | -7 | -3.0 | -0.2 | -9 | -2 | -5 | 15 | 4.5
Cc1ccc(NC(=S)N(Cc2ccccc2)C(C)C)cc1 | . | . | 98 | 29 | 0.3 | 1.6 | 14 | . | . | . | 2.7
CC1CCCN(C(=O)COC(=O)C2CCN(S(=O)(=O)c3c(Cl)cccc3Cl)CC2)C1 (centres undefined) | 2 | -0.2 | 100 | -16 | 0.2 | -0.8 | 13 | -4 | 5 | 5 | -0.5
CCS(=O)(=O)c1nc(S(=O)(=O)c2ccc(Cl)cc2)c(N2CCc3ccccc3C2)s1 | -11 | 1.9 | 97 | 444* | 1.1 | -1.2 | 0 | 4 | -3 | 9 | 2.1
Cc1cccc(N(C(=O)c2snc(C(N)=O)c2N)C(C(=O)NC2CCCC2)c2ccc(C)o2)c1 (centres undefined) | -1 | 0.1 | 109 | 35 | -0.8 | -3.2 | -44 | -9 | 1 | -5 | -2.0
CCOc1nc(-c2ccccc2)ccc1-c1noc(-c2ccncc2)n1 | 1 | -0.2 | . | 0 | 0.3 | -0.7 | . | 11 | 1 | -2 | 2.0
O=C(Cc1ccc(S(=O)(=O)N2CCCC2)s1)N1CCN(c2ccc(F)cc2)CC1 | 1 | -0.1 | 98 | -11 | 0.9 | 0.7 | -15 | 3 | 0 | 1 | 2.6
CN1CCN(C(=O)c2cn(C)c3ccc(S(=O)(=O)N(C)C4CCCCC4)cc3c2=O)CC1 | 16 | -3.2 | 110 | 8 | 5.0 | -1.4 | 3 | -8 | 2 | -4 | 2.0
COc1cccc(N=Nc2c(=O)[nH]n3c(=O)c4c([nH]c23)CCC4)c1 | 21 | -3.4 | 104 | 6 | 2.8 | -0.1 | -13 | -6 | -7 | 18 | 2.0
COc1cc(C2C(C#N)=C(N)Oc3cc(N)ccc32)cc(OC)c1OC (centres undefined) | 5 | -1.2 | 110 | -21 | 2.8 | -0.2 | -16 | -1 | 1 | 7 | 0.9
O=C(c1cc(F)ccc1F)C1CCCN(C(=O)c2ccc3nccnc3c2)C1 (centres undefined) | 1 | -0.3 | 125 | 670* | -0.6 | -0.2 | 8 | 3 | -3 | 9 | 1.6
O=C(CN(C1CCCCC1)C1CCCCC1)N1CCc2ccccc2C1 | -62 | 10 | 41* | -14 | -1.5 | -0.8 | -3 | 8 | 0 | -3 | -2.8
Cc1sc2ncnc(N/N=C/c3ccc(O)cc3)c2c1C | -4 | 0.7 | 114 | -25 | 1.8 | 0.9 | -2 | 2 | 7 | 11 | 3.8
CC(C)(C)C(=O)COC(=O)c1cc2ccccc2cc1O | -34 | 6.8 | . | -4 | 0.3 | -0.7 | . | 12 | 4 | -12 | 2.7
Cc1ccc(CN2C(=O)C(Cc3ccccc3)Nc3ncnc(N4CCCCC4)c32)cc1 (centres undefined) | 15 | -2.7 | 101 | 39 | -0.6 | 0.6 | -11 | -3 | 1 | 10 | 1.5&2.8
O=C(NCC(=O)N1CCOCC1)c1ccccc1 | -12 | 1.5 | 121 | 1 | 3.3 | 0.3 | 2 | 7 | 0 | -8 | 2.3
O=C(COC(=O)C1=Cc2ccccc2OC1)NC1CCCC1 | -11 | 1.7 | 103 | 25 | 2.7 | 1.9 | 4 | 4 | 2 | -6 | 2.6
O=C1OC(Nc2ccc(Cl)cn2)c2ccccc21 (centres undefined) | 17 | -3.1 | 104 | 5 | -0.2 | -0.6 | 6 | 0 | -3 | 4 | 1.8
CCN(CC)c1ccc(/C=N/NC(=O)C2CC2)cc1 | 21 | -4.0 | . | -11 | -1.9 | 1.0 | 9 | -9 | 4 | 10 | 1.3
CCN(CC(=O)NCc1ccc(Cl)cc1)C(=O)c1sccc1C | 17 | -4.4 | 96 | 19 | 1.0 | 1.1 | 3 | -11 | 3 | 23 | -0.5
CC(C)c1ccc(NC(=O)CSc2nc3ccsc3c(=O)n2Cc2ccc(C(=O)O)cc2)cc1 | 13 | -2.6 | . | 28 | 3.4 | -0.4 | -15 | 1 | -2 | 9 | 1.4
Cc1cc(F)c(F)c(C(=O)N2CCOCC2)c1 | 9 | -1.5 | 91 | 3 | 1.9 | -0.1 | -2 | 3 | 2 | 4 | 1.2
O=C(CN1C(=O)C2(OCCCO2)c2ccccc21)NCc1ccccc1 | 9 | -1.6 | 95 | -11 | 1.4 | 0.9 | 8 | -8 | -2 | 15 | 2.4
COC(=O)c1nn(-c2cccc(Cl)c2)cc(OC)c1=O | 5 | -1.1 | 104 | 51 | 2.2 | -0.7 | 12 | -3 | 2 | -8 | 3.2
CCO[C@@H]1OC(C(=O)O)=C[C@H](c2ccccc2)[C@H]1CCCO | 11 | -1.9 | 104 | 5 | 0.7 | -0.9 | -12 | -14 | 1 | -4 | 2.0
COc1ccc(CCC(=O)N2CCN(c3ccc([N+](=O)[O-])cc3)CC2)cc1OC | 11 | -2.5 | 95 | -9 | -1.6 | 0.1 | 0 | -3 | -3 | 9 | -0.2
O=C(CCn1cnc(-c2ccccc2)c1-c1ccccc1)N/N=C/c1ccccc1O | -11 | 1.6 | 100 | 13 | 2.0 | 0.9 | -3 | -1 | -2 | 4 | 11*
O=C1CSC(c2cccc([N+](=O)[O-])c2)N1c1ccc(O)cc1 (centres undefined) | 1 | -0.2 | 85 | 2 | 4.0 | 2.4 | . | -3 | 7 | -18 | 2.5
O=C(NCc1ccco1)/C(=C/c1ccco1)NC(=O)c1ccccc1 | -7 | 0.9 | 127 | 52 | 0.4 | -0.8 | -14 | 4 | -3 | -3 | 2.3
O=C(NC1CCC(O)CC1)c1ccc(S(=O)(=O)NCc2ccco2)cc1 (centres undefined) | 12 | -2.2 | 97 | 3 | 2.8 | 1.0 | -32 | 2 | 8 | -24 | 4.8
CN(C(=O)c1ccc(OC2CCN(S(=O)(=O)N(C)C)CC2)cc1)C1CCCCC1 | 7 | -1.4 | 97 | -24 | 4.7 | 1.7 | -25 | -1 | -2 | 3 | 3.0
Cc1ccc(Nc2nc(N)nc(CC#N)n2)cc1 | 11 | -1.8 | 103 | -23 | 2.0 | 1.4 | -12 | 0 | -1 | 21 | 0.6
COc1ccc(NCc2nnc(SCC(=O)c3ccc(OC)cc3)n2C)cc1 | -21 | 3.5 | 100 | 7 | 0.8 | -1.4 | . | -11 | -1 | 11 | 1.6
CN=C1C([N+](=O)[O-])=CC=C2C1=NC1(CCCCC1)N2O | -5 | 1.0 | 100 | -21 | 0.1 | -0.8 | -54 | -5 | 2 | 4 | 5.7
Cc1ccc(CCNC(=O)C2CCCN(S(=O)(=O)c3c(C)nn(C)c3C)C2)cc1 (centres undefined) | -2 | 0.3 | . | 10 | 3.9 | -0.9 | -9 | 4 | -1 | 2 | 1.4
Cc1nn(C)c(Cl)c1CN1CCC(Oc2ccc(C(=O)N3CCCC3)cc2)CC1 | 5 | -0.9 | 105 | 0 | 1.0 | -0.9 | -18 | -1 | 2 | -5 | 1.3
COc1cc(OC)c(OC)cc1/C=N/NC(=O)c1ccc(CSc2nc(C)cc(C)n2)cc1 | 18 | -3.4 | 98 | -8 | -0.4 | -0.8 | -18 | 0 | 0 | -4 | 3.5
COc1ccc(OC)c(CCNC(=O)c2ccc(CS(=O)Cc3ccc(Cl)cc3)o2)c1 (centres undefined) | 12 | -2.3 | 103 | 5 | 0.6 | 0.6 | -5 | 13 | 1 | -3 | 2.8
Cc1noc(C)c1S(=O)(=O)Nc1ccc2c(c1)CC(=O)N([C@H](C)CO)C[C@H](C)[C@@H](CN(C)CC1CC1)O2 | 9 | -1.6 | 100 | 3 | -1.1 | -0.5 | 0 | -3 | 7 | 7 | 1.5
CCn1cc(/C=N\NC(=O)c2ccc(F)cc2)cn1 | 1 | -0.2 | 107 | -1 | 1.5 | 2.2 | -4 | -10 | -3 | 11 | 7.8

Nothing new here: entries from further up.
SMILES | OPRM1-OPRD1 inv | OPRM1-OPRD1 ag | DSG3 Ab inh | Mot1-301 SUMO | AddAB inh | Ecoli viability | PfHsp90 set2 | PKA-R1A activ | HTR5A ag ctr | HTR5A inv ag | phage Ecoli inh
Cc1ccc(CCNC(=O)C2CCCN(S(=O)(=O)c3c(C)nn(C)c3C)C2)cc1 (centres undefined) | -2 | 0.3 | . | 10 | 3.9 | -0.9 | -9 | 4 | -1 | 2 | 1.4
Cc1nn(C)c(Cl)c1CN1CCC(Oc2ccc(C(=O)N3CCCC3)cc2)CC1 | 5 | -0.9 | 105 | 0 | 1.0 | -0.9 | -18 | -1 | 2 | -5 | 1.3
COc1cc(OC)c(OC)cc1/C=N/NC(=O)c1ccc(CSc2nc(C)cc(C)n2)cc1 | 18 | -3.4 | 98 | -8 | -0.4 | -0.8 | -18 | 0 | 0 | -4 | 3.5
COc1ccc(OC)c(CCNC(=O)c2ccc(CS(=O)Cc3ccc(Cl)cc3)o2)c1 (centres undefined) | 12 | -2.3 | 103 | 5 | 0.6 | 0.6 | -5 | 13 | 1 | -3 | 2.8
Cc1noc(C)c1S(=O)(=O)Nc1ccc2c(c1)CC(=O)N([C@H](C)CO)C[C@H](C)[C@@H](CN(C)CC1CC1)O2 | 9 | -1.6 | 100 | 3 | -1.1 | -0.5 | 0 | -3 | 7 | 7 | 1.5

(continued)
SMILES | OPRM1-OPRD1 inv | OPRM1-OPRD1 ag | DSG3 Ab inh | Mot1-301 SUMO | AddAB inh | Ecoli viability | PfHsp90 set2 | PKA-R1A activ | HTR5A ag ctr | HTR5A inv ag | phage Ecoli inh
Cn1ccnc1C1CCCCN1C(=O)c1cc(COc2ccc(F)cc2Cl)on1 (centres undefined) | . | . | . | 6 | 2.9 | 0.3 | -4 | . | . | . | 3.5
Nc1nc(-c2cccnc2)nn1C(=O)c1ccc(F)cc1 | -3 | 0.6 | 104 | . | . | . | -14 | 4 | 2 | -6 | 2.3
O=C(CN1C(=O)C2CC=CCC2C1=O)NCC1COc2ccccc2O1 (centres undefined) | 12 | -2.0 | 101 | 90 | 4.9 | 3.9 | 10 | -8 | 2 | 5 | 5.6
COc1ccc(CCNC(=O)/C=C/c2ccc(S(=O)(=O)N3CCOCC3)cc2)cc1 | 8 | -2.0 | 107 | 1 | 0.4 | -1.1 | -10 | -6 | 0 | 1 | 2.1
CC(=O)c1c(C)nn(-c2ccccc2)c1C | 13 | -2.7 | . | 9 | -0.3 | 2.8 | -7 | -4 | 1 | 0 | 1.1
CCOc1cc(C2C3=C(CCCC3=O)Nc3ccc4ncccc4c32)ccc1O (centres undefined) | -4 | 0.8 | 104 | -8 | -0.2 | -2.3 | 2 | -1 | 0 | 1 | 4.5
Cc1ccccc1CNC(=O)/C=C\C(=O)O | 5 | -0.9 | 104 | . | 0.9 | 0.4 | 13 | -3 | 4 | 2 | 3.6
O=c1oc(CCO)cc2ccc(C#Cc3ccsc3)cc12 | 8 | -1.4 | 98 | 10 | 0.6 | -1.6 | -6 | -6 | 2 | 18 | 2.6
